# Bioassay records (PubChem)
# p53 reactivator – qHTS assay for re-activators of p53 using a Luc reporter; H1299 p53-A138V BP100-luciferase reporter, luminescence, 24 h; Potency, µM (doses to about 92.2 µM), for inactives: at the highest dose activity change, positive = activation, actives largely listed as activators; 320,000 compounds, 0.063% hits; AID 504706, 2011; further: % of control where 0% means no effect; nearly all actives have a fitted effect of over 45% in size
#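 H1299 (p53-null), stable ts p53-A138V + BP100-Luc; 1000 cells/well, Opti-MEM/10% FBS; cpd 4 pt, 1:5; 24 h, 37 deg C, 5% CO2; detection reagent 10 min RT; luminescence.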
# NPC1 promoter act – qHTS Assay for NPC1 Promoter Activators. 320,000 compounds, 2.4% hits. AID 485313, 2010. Huh7 NPC1 promoter luciferase reporter, 24 h. Potency, µM (highest dose often 9.22 µM), for inactives: at the top dose activation, hits mostly activators;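 further: % of control where 0% means no effect; nearly all actives have a fitted effect of over 60% in size; reporter is driven by a mutant NPC1 promoter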
#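 Luciferase expression driven by the NPC1 promoter was measured in stably transfected Huh7 cells after a 24 h compound incubation, using a luciferase reagent and a luminescence read.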
# BRCA1 expr up – qHTS Assay to Identify Small Molecule Activators of BRCA1 Expression. MCF7-BRCA1-FFLuc reporter, luminescence, 48 h; response scale: scaled: vehicle 0%, 10 µM genistein 100%. Potency, µM (highest dose often 46.1 µM), without a hit: top-dose activation, hits mostly activators. 380,000 compounds, 1.1% hits. AID 624202, 2012; further: nearly all actives have a fitted effect of over 80% in size; some results filed as inactive show a strong effect at the top dose
#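 48 h compound treatment of MCF7-BRCA1-FFLuc cells (phenol-red free MEM, 37 °C), then 15 min with luciferase substrate and luminescence imaging.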
# Rab9 promoter act – qHTS Assay for Rab9 Promoter Activators. Huh7 Rab9 promoter-luciferase reporter, luminescence, 24 h. 320,000 compounds, 2.8% hits. AID 485297, 2010. Potency, µM (series often up to 9.22 µM), without a hit: at the highest dose activation, negative = inhibition, usual class: activators; further: % of control where 0% means no effect; nearly all actives have a fitted effect of over 60% in size
#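 Measured in stably transfected Huh7 cells bearing a Rab9 promoter–luciferase construct: 24 h compound treatment at 37 °C, followed by luminescence detection.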
# FLuc modulator – qHTS profiling assay for firefly luciferase inhibitor/activator using purifed enzyme and Km concentrations of substrates (counterscreen for miR-21 project); Luciferin 4-monooxygenase (Photinus pyralis), P08659; purified FLuc, Km substrates, luminescence inhibition; Potency, µM (top dose mostly 57.5 µM), for inactives: at the top dose activity change, negative = inhibition, most hits filed as inhibitors; 360,000 compounds, 6.9% hits; AID 588342, 2011;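 further: plate controls were vehicle for no effect and reference inhibitor for full effect; nearly all actives have a fitted effect of over 55% in size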
#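 Biochemical qHTS of compounds, final roughly 60 µM downward over six points, against 10 nM purified firefly luciferase using Km concentrations of substrates (10 uM D-luciferin, 10 uM ATP) in Tris acetate pH 7.5 buffer; luminescence output.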
# uPA surface inh – qHTS for Inhibitors of Cell Surface uPA Generation; Potency, µM (doses to about 38.3 µM), inactives show top-dose activity change, negative = inhibition, actives largely listed as inhibitors; 330,000 compounds, 0.31% hits; cell surface uPA generation assay, qHTS; active means well fitted inhibition curve with a large enough effect; inconclusive means small, poorly fitted or top-dose-only effect; inactive means no such curve, though single readings can be large or run the other way; tested in mouse RAW 264.7 cells; further: on the % scale 0 is the no-effect control and ±100 the full control effect; nearly all actives have a fitted effect of over 55% in size
# RORgamma inh – qHTS for inhibitors of ROR gamma transcriptional activity. Nuclear receptor ROR-gamma (Mus musculus), P51450. Drosophila S2 Gal4-RORgamma UAS-luciferase reporter, 20 h. Potency, µM (series often up to 53.6 µM), for the others: at the top dose activity change, negative = inhibition, actives largely listed as inhibitors. 310,000 compounds, 5.4% hits; further: on the % scale 0 is the no-effect control and ±100 the full control effect; nearly all actives have a fitted effect of over 60% in size
# Target sequence (P51450 whole entry, looked up, the tested form may be a part): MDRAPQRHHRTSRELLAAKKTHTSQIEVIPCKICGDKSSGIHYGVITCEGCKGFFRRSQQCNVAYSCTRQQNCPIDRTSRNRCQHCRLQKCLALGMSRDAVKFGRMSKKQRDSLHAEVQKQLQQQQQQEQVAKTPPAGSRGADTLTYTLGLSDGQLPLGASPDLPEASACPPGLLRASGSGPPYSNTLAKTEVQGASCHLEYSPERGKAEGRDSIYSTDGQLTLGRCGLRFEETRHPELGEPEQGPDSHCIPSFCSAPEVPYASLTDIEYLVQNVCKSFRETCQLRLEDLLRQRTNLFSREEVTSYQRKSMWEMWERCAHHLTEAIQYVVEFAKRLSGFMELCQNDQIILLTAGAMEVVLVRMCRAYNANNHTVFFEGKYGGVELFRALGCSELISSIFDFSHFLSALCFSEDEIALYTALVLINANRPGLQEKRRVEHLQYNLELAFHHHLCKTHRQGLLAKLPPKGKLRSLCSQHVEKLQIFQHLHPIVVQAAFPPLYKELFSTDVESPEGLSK
#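 Drosophila Schneider cells stably carrying a metallothionein-driven Gal4 DBD–ROR gamma fusion and a UAS-Photinus luciferase reporter were exposed to compound for 1 hr, then induced with copper sulfate (700 uM final) for 20 hr at ambient temperature before luminescence reading.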
# MBNL1 CUG block – qHTS Assay for Inhibitors of MBNL1-poly(CUG) RNA binding; Muscleblind-like protein 1 (Homo sapiens), Q9NR56; TR-FRET MBNL1-His/biotin-(CUG)12 binding, 665/545 ratio; Potency, µM (doses to about 57.5 µM), inactives show at the top dose activity change, negative = inhibition, most hits filed as inhibitors; 280,000 compounds, 0.036% hits; AID 2675, 2010; active means well fitted inhibition curve with a large enough effect in the signal ratio, with a control signal flat, not every such curve was filed as active; inconclusive means small, poorly fitted or top-dose-only effect, or effect the other way, or a change in a side signal; inactive means no such curve, though single readings can be large or run the other way; the % refers to the signal ratio; further: on the % scale 0 is the no-effect control and ±100 the full control effect
# Target sequence (Q9NR56 whole entry, looked up): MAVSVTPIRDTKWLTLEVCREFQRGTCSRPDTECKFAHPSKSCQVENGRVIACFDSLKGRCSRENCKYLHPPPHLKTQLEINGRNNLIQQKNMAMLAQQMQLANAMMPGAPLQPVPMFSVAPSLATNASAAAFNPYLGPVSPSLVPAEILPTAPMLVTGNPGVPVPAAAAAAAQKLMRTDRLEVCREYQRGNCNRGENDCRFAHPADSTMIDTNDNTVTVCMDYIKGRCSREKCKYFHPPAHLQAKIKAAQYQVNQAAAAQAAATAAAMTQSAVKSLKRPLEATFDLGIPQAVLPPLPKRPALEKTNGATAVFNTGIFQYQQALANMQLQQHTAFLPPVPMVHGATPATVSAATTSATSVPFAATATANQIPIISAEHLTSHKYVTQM
#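 Inhibition of protein-RNA binding appears as loss of TR-FRET between terbium anti-His antibody on MBNL1-His and streptavidin-XL665 on biotin-(CUG)12. Activity is normalized to buffer-only and uninhibited-complex controls.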
# Gal4-VP16 FLuc – VP16 counterscreen qHTS for inhibitors of ROR gamma transcriptional activity | Drosophila S2 Gal4-VP16 UAS-luciferase, luminescence, 20 h | Potency, µM (highest dose often 53.6 µM), for inactives: at the highest dose activity, negative = inhibition, hits mostly inhibitors | 310,000 compounds, 3.5% hits | AID 2546, 2010;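 further: Gal4-VP16 expression switched on by copper sulfate through the metallothionein promoter; on the % scale 0 is the no-effect control and ±100 the full control effect; nearly all actives have a fitted effect of over 50% in size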
# MLL CXXC-DNA inh – qHTS Fluorescence Polarization Assay for Inhibitors of MLL CXXC domain - DNA interaction; Histone-lysine N-methyltransferase 2A (Homo sapiens), Q03164; MLL-CXXC / FITC-HOXA9 DNA fluorescence polarization; Potency, µM (series often up to 115 µM), for the others: at the top dose activity change, negative = inhibition, hits mostly inhibitors; 290,000 compounds, 0.037% hits; active means well fitted inhibition curve with a large enough effect in the polarisation, with a control signal flat, not every such curve was filed as active; inconclusive means small, poorly fitted or top-dose-only effect, or effect the other way, or a change in a side signal; inactive means no such curve, though single readings can be large or run the other way; the % refers to the polarisation
#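 Purified MLL-CXXC (added from a 7 uM solution) was preincubated 5 min at ambient with pinned compounds in 50 mM Tris-HCl pH 7.5, 50 mM NaCl, 1 mM DTT, 0.05% BSA. Fluorescein-labeled HOX-A9 DNA (50 nM solution) followed, 30 min, then polarization read.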
# ELG1 genotoxic – qHTS screen for small molecules that induce genotoxicity in human embryonic kidney (HEK293T) cells expressing luciferase-tagged ELG1; HEK293T ELG1-luciferase reporter, luminescence, 16 h; Potency, µM (titrated, usually from 46 µM), for inactives: at the top dose activity change, positive = activation, actives largely listed as activators; 330,000 compounds, 1.3% hits; AID 504466, 2011; further: % of control where 0% means no effect; nearly all actives have a fitted effect of over 60% in size
#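 Step 1: seed 2,000 HEK293T ELG1-luciferase cells per well. Step 2: add compound or DMSO, incubate 16 hr at 37 °C. Step 3: ONE-Glo, 30 min at room temperature, read luminescence.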
# Numbers without * were called inactive; ? = inconclusive; . = no result given; & = joins results of further samples; [ ] = dose if it differs, or a comment. Unless noted, the call rests on the fitted dose curve; in most records, active means well fitted curve in the direction sought with a large enough effect; inconclusive means small, poorly fitted or top-dose-only effect, or another doubt; inactive means no such curve, though single readings can be large; an effect the other way counts as inactive or inconclusive. Potency means the concentration at half of the fitted maximal effect. The list is partial; count on the stated rates, not on these rows.
SMILES,p53 reactivator,NPC1 promoter act,BRCA1 expr up,Rab9 promoter act,FLuc modulator,uPA surface inh,RORgamma inh,MBNL1 CUG block,Gal4-VP16 FLuc,MLL CXXC-DNA inh,ELG1 genotoxic
Cc1ccoc1C(=O)NCCNc1ccc(Cl)cc1[N+](=O)[O-],-2.3%,6.5%,33.6%,0.9%,?,-10.0%,?,.,1.4%,-11.3%,-0.4%
CC(C)(C)C1(O)CC(C(F)(F)F)=NN1C(=O)CCc1ccccc1 (stereo not drawn),11.3%,-10.6%,-11.2%,-4.6%,5.7%,3.6%,-26.1%,10.7%,-23.0%,-6.4%,-0.6%
CCSC1=N/C(=C\c2cccnc2)C(=O)N1c1ccccc1,-2.1%,0.5%,-7.5%,2.5%,-2.0%,5.0%,15.5%,?,-5.5%,-5.1%,-3.1%
CC(=O)Nc1ccc(OCC(O)CN2CCN(c3ccc(Cl)cc3)CC2)cc1 (stereo not drawn),0.9%,-1.1%,-20.5%,-2.8%,12.9%,1.3%,-5.5%,-9.8%,-4.8%,-5.1%,-2.8%
CCOC(=O)Cc1csc(NC(=O)CSc2nc(C)cc(=O)[nH]2)n1,16.7%,0.4%,-8.1%,2.3%,-11.0%,-2.1%,?,-1.9%,7.0%,-15.7%,-6.2%
Cc1ccc(C(=O)Nc2nnn(C)n2)cc1,19.4%,28.9%,36.3%,?,16.9µM*,-4.4%,-16.7%,-6.4%,-1.1%,-5.0%,?
Cc1nn(-c2ccccc2)c(NC(=O)C(C)C)c(-c2ccccc2)c1=O,4.0%,-2.3%,-14.1%,0.4%,-0.5%,0.6%,14.0%,5.7%,-1.6%,-2.5%,-0.1%
CN(CC(=O)O)S(=O)(=O)c1cccs1,-0.3%,10.3%,-1.9%,-0.6%,-2.3%,1.4%,-2.0%,-6.1%,-14.8%,-2.1%,-0.9%
COc1cnn(-c2cc(Oc3ccc(C)cc3)ncn2)c(=O)c1Cl,-3.7%,-2.0%,1.8%,2.4%,3.1%,0.6%,7.4%,?,13.7%,-0.8%,2.3%
CCOc1ccc(N2C(=O)CN(c3cccc4ccccc34)C2=S)cc1,27.3%,-2.3%,-4.0%,0.3%,-5.8%,.,-38.9%,.,7.3%,3.0%,2.7%
N#CCc1ccc(Oc2ncc(C(F)(F)F)cc2Cl)cc1,-5.2%,6.3%,-8.4%,-6.3%,0.3%,0.8%,4.1%,.,0.7%,2.8%,0.4%
Cc1ccc(-c2n[nH]c(=S)n2/N=C/c2ccc(C(=O)O)cc2)cc1,-3.2%,-3.1%,13.7%,-2.1%,-1.1%,4.5%,-17.9%,5.9%,-1.8%,10.8%,-0.8%
Cc1ccc(Nc2ccc(C(=O)NC3CCCCC3)cn2)cc1,5.8%,19.7%,56.2%,18.8%,?,-19.1%,-24.9%,-1.7%,-29.2%,-9.9%,7.0%
O=C(CCCCCNC(=O)N1CCn2c1nc1ccccc12)NCCc1ccccc1,12.3%,4.0%,2.3%,-3.4%,-16.0%,-4.4%,2.5%,-8.4%,-13.7%,38.6%[activator],2.8%
CCOC(=O)Cn1cc(C(=O)C2CC2)c2ccccc21,-1.0%,1.5%,-4.2%,1.5%,1.4%,-0.8%,-3.6%,-4.0%,1.1%,-14.7%,-1.1%
Cc1cccc(OCCC(=O)OCc2csc(CC(=O)Nc3ccccc3C)n2)c1,1.2%,-2.9%,16.6%,-2.1%,-1.3%,5.6%,.,.,.,.,1.5%
Cc1nc2ccccc2nc1OCC(=O)NCC(F)(F)F,-5.2%,0.1%,1.2%,-3.5%,2.3%,1.2%,0.2%,16.5%,-2.6%,2.2%,1.0%
Cc1ccc(-c2nc(-c3ccncc3)no2)cc1Cl,.,2µM*,?,3.16µM*,2.69µM*,1.5%,-24.8%,-6.3%,-2.0%,1.7%,?
O=C(CC1CCCCC1)N1CCN(c2ccccn2)CC1,14.8%,4.2%,45.3%,-0.1%,-0.7%[2.3 µM],-8.1%,34.9%,-7.9%,9.5%,1.1%,-2.8%
O=C(NCCCCc1ccccc1)Nc1ccc(F)cc1,-14.5%,1.3%,42.9%,9.8%,?,3.5%,38.5%,2.1%,21.1%,?,1.9%
COC(=O)C1C(c2ccccc2)NC(=O)NC1(O)C(F)(F)Cl (stereo not drawn),0.7%,-1.1%,0.7%,2.0%,-0.9%,-1.8%,-9.8%,-1.5%,0.9%,-1.1%,1.7%
COc1ccc(C(=O)C2CCN(C(=O)c3ccco3)CC2)cc1,29.9%,-2.3%,-12.5%,2.9%,-4.2%,3.8%,?,5.2%,17.5%,34.4%[activator],0.6%
Cc1c(O)ccc(/C=N/Nc2nc(-c3cccnc3)nc3ccccc23)c1O,1.0%,18.4%,-6.0%&0.0%,24.7%,3.38µM*,?,4.47µM*,.,17.8µM*,-9.2%,11.5%&3.3%
Nc1nnnn1/N=C/c1cc([N+](=O)[O-])ccc1O,3.6%,1.3%,-13.5%,0.1%,1.4%,10.2%,-9.6%,?,-2.8%,16.0%,-1.7%
CC(C)c1ccc(C2C(C#N)=C(N)Oc3c2oc(CO)cc3=O)cc1 (stereo not drawn),-3.3%,-3.9%,-11.0%,-15.1%,6.8%,3.6%,-17.9%,28.7%,-0.2%,-2.5%,3.3%
O=Cc1cn(-c2ccccc2)nc1-c1ccc(F)cc1,3.4%,21.8%,67.7%,5.3%,12µM*,-4.4%,32.3%,-3.4%,-2.2%,-4.8%,-5.8%
O=S1(=O)CCN2C=Nc3sc4c(c3C2=N1)CCCC4,-7.3%,-1.0%,-4.6%,3.2%,-3.7%,-2.7%,36.3%,-3.6%,1.0%,2.3%,-1.0%
COc1cc2c(cc1OC)[C@@H]1O[C@](CCCCN3C(=O)c4ccccc4C3=O)(C2)Oc2cc(C)n(-c3ccccc3)c(=O)c21,.,-2.0%[1.84 µM],.,3.2%[1.84 µM],-5.4%[11.5 µM],.,30.4%[10 µM],9.2%[11.5 µM],-9.3%[10 µM],-2.1%[23 µM],.
C=CCOc1cccc(C2C(C(=O)c3ccc(C)o3)=C(O)C(=O)N2Cc2ccncc2)c1 (stereo not drawn),7.7%,2.2%,-0.8%,-12.9%,9.4%,0.2%,-16.8%,26.9%,-2.9%,0.5%,4.1%
COc1cc(CCC(=O)Nc2cnc3ccccc3c2)cc(OC)c1OC,-11.2%,-1.2%,13.6%,-1.2%,-0.7%,5.4%,-0.4%,3.4%,2.1%,-6.5%,-0.5%
Cc1cc2cc(CN(Cc3cccs3)C(=S)NCC3CCCO3)c(=O)[nH]c2cc1C (stereo not drawn),1.2%,-2.9%,-53.8%,-2.5%,-1.5%,-3.4%,35.0%,.,0.1%,8.6%,-1.9%
Cc1ccccc1NC(=S)NNC(=O)c1ccncc1,-2.3%,-7.5%,-10.8%,-0.1%,-2.8%,1.7%,10µM*,-2.0%,-4.1%,-19.1%,-2.5%

# 2 entries from above, reformatted.
Structure	p53 reactivator	NPC1 promoter act	BRCA1 expr up	Rab9 promoter act	FLuc modulator	uPA surface inh	RORgamma inh	MBNL1 CUG block	Gal4-VP16 FLuc	MLL CXXC-DNA inh	ELG1 genotoxic
O=S1(=O)CCN2C=Nc3sc4c(c3C2=N1)CCCC4	-7.3%	-1.0%	-4.6%	3.2%	-3.7%	-2.7%	36.3%	-3.6%	1.0%	2.3%	-1.0%
COc1cc2c(cc1OC)[C@@H]1O[C@](CCCCN3C(=O)c4ccccc4C3=O)(C2)Oc2cc(C)n(-c3ccccc3)c(=O)c21	.	-2.0%[1.84 µM]	.	3.2%[1.84 µM]	-5.4%[11.5 µM]	.	30.4%[10 µM]	9.2%[11.5 µM]	-9.3%[10 µM]	-2.1%[23 µM]	.
